LDHA block – LDHA (human) enzyme inhibition. P00338. purified LDHA, NADH/diaphorase-resazurin fluorescence; active compounds read low. activity change, % (values are at about 110 or 230 µM). 0.15% of 480,000 active. AID 1347041; in the data active = activity change below about -30%; inconclusive = mostly about -25% to -30%;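 also: plate controls were DMSO wells for no effect and wells without enzyme for full effect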
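Human LDH5 (2 nM) was incubated with 0.06 mM NADH and 0.2 mM pyruvate for 5 min at room temperature in Tris pH 7.4. Remaining NADH was coupled through diaphorase/resazurin, and resorufin fluorescence was read at 0 and 20 min.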
USP1 inh – inhibitors of human USP1/UAF1 deubiquitinase. AID 743255. recombinant USP1/UAF1, Ub-Rhodamine cleavage fluorescence. O94782. 0.23% of 390,000 active. Potency, µM (series often up to 57.1 µM), for the others: at the highest dose activity change, negative = inhibition, most hits filed as inhibitors; also: potency is read from the fitted curve at half-maximal effect; % is scaled to controls: 0 for no effect and ±100 for the full control effect; nearly all actives have a fitted effect of over 60% in size; inactives centre near -12
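Step one: compound is pinned into 1nM USP1/UAF1 in HEPES pH 7.8 buffer with TCEP. Step two: 15 min room-temperature incubation. Step three: Ub-Rho (150nM final) starts cleavage, tracked by fluorescence over six one-minute reads.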
TrxR1 substrate – substrates of rat thioredoxin reductase 1. AID 588456. Potency, µM (highest dose often 114 µM), inactives show at the highest dose activity change, negative = substrate turnover. 0.01% of 390,000 active. purified TrxR1 substrate turnover, NADPH consumption readout. O89049; also: potency is read from the fitted curve at half-maximal effect; % is scaled to controls: 0 for no effect and ±100 for the full control effect; nearly all actives have a fitted effect of over 50% in size
Target sequence (O89049 whole entry, looked up): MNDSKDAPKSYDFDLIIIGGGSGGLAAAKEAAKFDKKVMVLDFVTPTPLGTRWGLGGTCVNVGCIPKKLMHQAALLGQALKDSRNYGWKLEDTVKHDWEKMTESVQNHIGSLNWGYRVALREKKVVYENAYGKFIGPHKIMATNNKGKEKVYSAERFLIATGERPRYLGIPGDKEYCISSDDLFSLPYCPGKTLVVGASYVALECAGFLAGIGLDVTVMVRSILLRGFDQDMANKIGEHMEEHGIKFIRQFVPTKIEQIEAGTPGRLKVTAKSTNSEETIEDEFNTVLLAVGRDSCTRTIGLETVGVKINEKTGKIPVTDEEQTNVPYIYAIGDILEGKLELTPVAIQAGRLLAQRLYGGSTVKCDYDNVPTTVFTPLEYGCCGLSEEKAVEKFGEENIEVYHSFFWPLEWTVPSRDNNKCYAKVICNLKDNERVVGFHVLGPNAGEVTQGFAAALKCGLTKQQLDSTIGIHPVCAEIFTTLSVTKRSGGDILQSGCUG
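Rat TrxR1, dispensed at 90 nM, was prereduced with 400 uM NADPH (final) for 5 min at ~22 deg C, then incubated with compound 15 min before 400 uM selenite. A first-read NADPH fluorescence drop versus no-compound background flagged substrates.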
Glioma ERSR ind – induces the endoplasmic reticulum stress response in human glioma cells; 0.02% of 420,000 active; AID 602332; U87-MG GRP78 promoter luciferase reporter, 16 h; Potency, µM, for the others: top-dose activation, most hits filed as activators; also: potency is read from the fitted curve at half-maximal effect; series mostly up to about 76 µM; % of control where 0% means no effect; nearly all actives have a fitted effect of over 35% in size
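Stably transfected U87-MG human glioma cells carrying a GRP78-based luminescent sensor were seeded at 1000 cells/well, pin-dosed with compounds and incubated 16 h. Luciferase reagent was then added, and end-point luminescence was read after 10 min at room temperature.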
Vif-A3G inh – inhibitors of Vif-APOBEC3G interaction | HeLa A3G-eYFP + Vif (tagged APOBEC3G with the HIV-1 protein that degrades it), YFP fluorescence, overnight | Potency, µM (doses to about 46.1 µM), without a hit: at the top dose activity, negative = active, actives largely listed as inhibitors | AID 602310 | 0.076% of 410,000 active;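 also: potency is read from the fitted curve at half-maximal effect; % is scaled to controls: 0 for no effect and ±100 for the full control effect; nearly all actives have a fitted effect of over 60% in size; hits raise eYFP signal because A3G escapes Vif-driven loss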
Target sequence (Q9HC16 whole entry, looked up): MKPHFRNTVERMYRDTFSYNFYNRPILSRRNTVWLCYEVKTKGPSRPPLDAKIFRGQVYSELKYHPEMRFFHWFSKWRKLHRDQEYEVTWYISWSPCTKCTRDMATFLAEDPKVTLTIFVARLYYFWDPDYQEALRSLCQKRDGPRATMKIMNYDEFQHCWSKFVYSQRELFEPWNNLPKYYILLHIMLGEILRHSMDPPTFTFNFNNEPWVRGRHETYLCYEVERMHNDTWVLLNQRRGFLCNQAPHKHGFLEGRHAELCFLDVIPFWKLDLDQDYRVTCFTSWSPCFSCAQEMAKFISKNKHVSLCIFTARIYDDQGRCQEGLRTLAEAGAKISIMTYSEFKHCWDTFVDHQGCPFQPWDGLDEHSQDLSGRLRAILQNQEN
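Read-out is eYFP fluorescence (Ex 488/Em 500-530) from Vif-expressing HeLa A3G-eYFP cells; more signal means A3G escaped Vif-mediated degradation. Cells plated overnight, compound pinned in, incubated overnight at 37 deg C.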
rTrxR1 inhibitor – inhibitors of rat thioredoxin reductase 1. O89049. recombinant rTrxR1, NADPH fluorescence consumption, selenite substrate. Potency, µM (titrated, usually from 114 µM), inactives show at the top dose activity change, negative = inhibition, actives largely listed as inhibitors. 1% of 390,000 active. AID 588453; also: potency is read from the fitted curve at half-maximal effect; % is scaled to controls: 0 for no effect and ±100 for the full control effect; nearly all actives have a fitted effect of over 65% in size
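Rat TrxR1 (90 nM in the dispensed reagent) was pre-reduced with 400 uM NADPH for 5 min at room temperature, then incubated with compound for 15 min. After 400 uM selenite was added, NADPH fluorescence (Ex 340/Em 450 nm) was followed for 8 min.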
Vif-A3F inh – blocks the Vif interaction with APOBEC3F. HeLa A3F-eYFP + Vif (tagged APOBEC3F with the HIV-1 protein that degrades it), YFP fluorescence increase. Potency, µM (top dose mostly 46.1 µM), for inactives: at the highest dose activity, negative = active. 0.2% of 390,000 active. AID 602313; also: potency is read from the fitted curve at half-maximal effect; % of control where 0% means no effect; nearly all actives have a fitted effect of over 65% in size
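Fluorescence increase (Ex 488/Em 500-530) after overnight compound treatment at 37 deg C flags inhibition of Vif-driven A3F-eYFP loss in stable HeLa A3F-eYFP/Vif cells seeded overnight beforehand.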
IDH1 R132H inh – inhibitors of human mutant IDH1 R132H; IDH1-R132H enzyme, NADPH consumption, diaphorase/resazurin fluorescence; Potency, µM (titrated, usually from 76.6 µM), inactives show at the top dose activity change, negative = inhibition, hits mostly inhibitors; 0.093% of 390,000 active; also: potency is read from the fitted curve at half-maximal effect; % is scaled to controls: 0 for no effect and ±100 for the full control effect; nearly all actives have a fitted effect of over 65% in size
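IDH1-R132H (0.5 ug/mL) preincubated 30 min with compound, then NADPH (0.016 mM) and alpha-KG (2 mM) added; 80 min at RT, pH 7.5. Remaining NADPH coupled via diaphorase/resazurin to fluorescence (540/590 nm); concentration-response curves normalized to no-enzyme control.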
RGS4 inhibitor – blocks human RGS4-accelerated GTP hydrolysis. P49798. Transcreener GDP fluorescence polarization, RGS4-accelerated GTP hydrolysis. Potency, µM (highest dose often 114 µM), inactives show at the top dose activity change, negative = inhibition, hits mostly inhibitors. 0.039% of 390,000 active; also: potency is read from the fitted curve at half-maximal effect; % is scaled to controls: 0 for no effect and ±100 for the full control effect; nearly all actives have a fitted effect of over 75% in size; some results filed as inactive show a strong effect at the top dose
Target sequence (P49798 whole entry, looked up): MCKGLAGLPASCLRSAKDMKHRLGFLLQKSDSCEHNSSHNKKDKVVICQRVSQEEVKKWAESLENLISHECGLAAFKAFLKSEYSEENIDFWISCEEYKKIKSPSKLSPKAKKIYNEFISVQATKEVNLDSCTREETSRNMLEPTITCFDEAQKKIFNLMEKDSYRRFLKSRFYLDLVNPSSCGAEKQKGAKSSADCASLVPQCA
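MLSMR compounds (23 nl, pin-transferred) preincubated 10 min at room temperature with a 500nM (2x) first reagent, then RGS4 at 900nM (2x) plus Transcreener GDP mix added; fluorescence polarization (620/688 nm) read before and after 90 min at 30 °C.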
An asterisk follows results filed as active; ? = inconclusive; · = no result given; & = joins results of further samples; [ ] = remark or other dose. Unless noted, calls follow the shape of the dose curve; as a rule, active = well fitted curve in the direction sought with a large enough effect; inconclusive = small, poorly fitted or top-dose-only effect, or another doubt; inactive = no such curve, though single readings can be large; an effect the other way counts as inactive or inconclusive. An excerpt; count on the stated rates, not on these rows.

SMILES	LDHA block	USP1 inh	TrxR1 substrate	Glioma ERSR ind	Vif-A3G inh	rTrxR1 inhibitor	Vif-A3F inh	IDH1 R132H inh	RGS4 inhibitor
COc1cccc(CN2CCN(Cc3cc4ccccc4o3)CC2CCO)c1 (stereo not given)	0	-20%	6%	0%	2%	14%	-5%	1%	-15%
Cc1sc2nc(CSCC(=O)N3CC(C)OC(C)C3)[nH]c(=O)c2c1C (stereo not given)	-3	-5%	-8%	-2%	1%	-12%	3%	1%	-9%
O=C(/C=C/c1cccc(C(F)(F)F)c1)N1CCN(c2ccccn2)CC1	0	-19%	-9%	?	-1%	-2%	?	3%	-4%
COc1cc(CNC2CCCCC2)c(Br)cc1OC1CCCC1	-3	-24%	11%	-3%	0%	38%	-7%	7%	16%
O=C(NNC(=O)c1cc(-c2ccncc2)nc2ccccc12)c1cccc(Cl)c1	-6	-18%	4%	0%	-5%	16%	10%	-5%	-29%
CC1CCN(C(=O)CN2C(=O)COc3ccc(Cl)cc32)CC1	-5	-5%	4%	-1%	4%	42%[activator]	-4%	0%	10%
COc1cccc(-n2c(=O)c3c(C)c(C(=O)N(C)C)sc3n(Cc3ccc(F)cc3Cl)c2=O)c1	7	1%	-2%[57.1 µM]	-4%	-7%	10%[57.1 µM]	2%	-2%	9%
O=C(NC1CCS(=O)(=O)C1)c1cccc(Cl)c1 (stereo not given)	-4	-11%	-5%[57.1 µM]	-3%	3%	0%[57.1 µM]	3%	0%	22%
CC(C)c1ccccc1NC(=O)c1cccnc1	-2	-6%	6%[57.1 µM]	-1%	-1%	-13%	-1%	2%	-11%
Cc1ccc(Cn2ccn(Cc3cccc(C(F)(F)F)c3)c(=O)c2=O)cc1	-5	6%	-13%	2%	5%	-17%	1%	-13%	17%
CCC(=Cc1ccccc1OC)c1ccncc1	-5	-20%	4%	-3%	-19%	18%	2%	0%	2%
Cc1nn2c(-c3ccccc3)nnc2c2ccccc12	-3	-15%	1%	-2%	0%	5%	-1%	4%	-14%
CCc1ccc(CNC(=O)C2CCC(=O)N(CCc3ccc(Cl)cc3)C2)nc1 (stereo not given)	1	-15%	-3%	-4%	-4%	5%	-1%	-2%	-5%
Cc1cc(C)c(NC(=O)CSc2ccc(-c3sc(-c4ccccc4)nc3C)nn2)c(C)c1	-2	-12%	22%	-1%	-2%	12%	1%	-13%	4%
O=C(c1cc([N+](=O)[O-])cc([N+](=O)[O-])c1)N1CCN(Cc2ccc3c(c2)OCO3)CC1	5	-12%	6%[57.1 µM]	-5%	1%	17%[57.1 µM]	4%	0%	8%
C[C@@H]1CN([C@H](C)CO)C(=O)CCCn2cc(nn2)CO[C@H]1CN(C)C(=O)Nc1ccc2c(c1)OCO2	10	-24%	·	1%	2%	·	-1%	-6%	·
Cn1nc(C(F)(F)F)c(-c2ccccc2)c1NC(=O)CCC(=O)O	4	-1%	3%	-3%	1%	3%[57.1 µM]	1%	11%	6%
COc1cc(C(=O)N2CCN(C(=O)c3cccc4ccccc34)CC2)cc(OC)c1OC	-7	-8%	7%[57.1 µM]	5%	0%	15%[57.1 µM]	-12%	-10%	7%
Cc1[nH]nc(-c2ccc(OCc3cnn(-c4ccccc4)c3)c(C)c2O)c1Oc1ccccc1	-10	-9%	7%[57.1 µM]	-11%	?	26%[57.1 µM]	?	-10%	-1%[11.4 µM]
CC(C)(C)C1CCc2onc(C(=O)Nc3ccc(F)cc3F)c2C1 (stereo not given)	1	-12%	-6%	-3%	-5%	21%	-11%	10%	-27%
COc1ccc(C)cc1NC(=O)c1sc2ncnc(N3CCN(c4ccccn4)CC3)c2c1C	-5	-3%	11%[57.1 µM]	-2%	-3%	-42%	1%	1%	-5%
CCCc1cc(=O)oc2cc(OCC(=O)NC(Cc3ccc(Cl)cc3)C(=O)O)ccc12 (stereo not given)	-1	13%	40%[activator]	2%	-1%	0%	7%	-16%	21%
CC(C)(C)c1ccc(Oc2ncccc2NC(=O)c2cccs2)cc1	0	0%	0%	-2%	1%	9%	-2%	-3%	20%
C[C@H]1CN([C@@H](C)CO)S(=O)(=O)c2ccc(Br)cc2O[C@@H]1CN(C)C(=O)CCN1CCCCC1	-17	-11%	·	0%	-6%	·	-1%	-1%	·
O=C(Nc1c(-c2ccccc2)nc2ccccn12)c1cccc(F)c1	-31*	-4%	-5%	-3%	-7%	-3%	1%	8%	2%
Nc1ncnc(N2CCOCC2)n1	-13	-13%	-1%	-2%	1%	2%	9%	-9%	19%
Cn1c(CSCc2ccc(Cl)cc2Cl)n[nH]c1=S	-9	-14%	11%[57.1 µM]	-5%	0%	-16%[57.1 µM]	-1%	-10%	-33%
COc1ccccc1CNC(=O)Cn1c(=O)oc2cc(S(=O)(=O)N3CCCC3)ccc21	-3&-5	-9%&-7%	-5%&-3%	-3%&-4%	0%&-2%	5%&-5%	4%&-7%	-9%&29%	11%&-17%
CC(=O)c1cccc(NC(=O)c2cc(-c3ccco3)nc3ccccc23)c1	-6	8%	18%	3%	-1%	?	?	5%	-15%
CCc1ccccc1NC(=O)C1CCN(S(=O)(=O)c2cn(C)cn2)CC1	-7	-8%	-3%[57.1 µM]	-1%	1%	1%[57.1 µM]	-1%	-9%	7%
Cc1ccccc1C1=NC(C(F)(F)F)(C(F)(F)F)c2c(n(-c3ccc(F)cc3)c(=O)[nH]c2=O)N1	-6	-13%	112%[activator]	-3%	-1%	?	1%	9%	-23%
Cc1nc2cc(Cl)c(Cl)cc2n1CCCO	-1	-14%	-1%[57.1 µM]	-4%	0%	4%[57.1 µM]	7%	5%	-10%
O=C(Nc1nnc(-c2ccccn2)o1)c1cccc(Br)c1	-3	-5%	-18%	-1%	0%	-15%	-3%	1%	10%
CCOC(=O)C1(Cc2cccc(OC)c2)CCN(Cc2cccc(OCC)c2O)CC1	1	-20%	0%	-4%	9%	14%	?	7%	-7%
COc1ccc(N2C(=O)C(CC(=O)O)S/C2=N\N=C\c2cccs2)cc1 (stereo not given)	-5	-14%	-15%	1%	0%	-13%	-7%	-8%	-18%[56.9 µM]
COc1ccccc1N1CCN(C(c2cc3cc(C)ccc3[nH]c2=O)c2nnnn2C2CCCC2)CC1 (stereo not given)	8	-7%	9%[57.1 µM]	-6%	-4%	-22%[57.1 µM]	-4%	6%	7%
C/C(=N/NS(=O)(=O)c1ccccc1)c1c[nH]c2ccccc12	-20	-12%	-3%	-2%	1%	-17%	0%	19%	14%
Cc1ccc(C(=O)N(C)CC(=O)Nc2cccc(C)c2C)o1	1	-9%	-2%	-3%	1%	11%	7%	-5%	3%
COC(=O)CNC(=O)c1cccc(F)c1	-3	-18%	-6%[57.1 µM]	-5%	0%	6%[57.1 µM]	-1%	6%	-24%
COC(=O)C1=C(N)Oc2cc(C)n(Cc3cccnc3)c(=O)c2C1c1ccccc1OC (stereo not given)	-7	-17%	-6%	-2%	4%	1%	-2%	3%	14%

Printed as active in LDHA block (from the list above):
mol | LDHA block | USP1 inh | TrxR1 substrate | Vif-A3G inh | rTrxR1 inhibitor | RGS4 inhibitor
O=C(Nc1c(-c2ccccc2)nc2ccccn12)c1cccc(F)c1 | -31* | -4% | -5% | -7% | -3% | 2%

More compounds follow.
SMILES	LDHA block	USP1 inh	TrxR1 substrate	Glioma ERSR ind	Vif-A3G inh	rTrxR1 inhibitor	Vif-A3F inh	IDH1 R132H inh	RGS4 inhibitor
COc1ccc(Cl)cc1NC(=O)CSc1cn(CC(=O)N2CCCCCC2)c2ccccc12	-11	-14%	-1%	-2%	4%	32%	0%	0%	2%
C=CCC[C@@H](Cc1ccc(F)cc1)C(=O)OC[C@@H](NC(=O)[C@@H](CC=C)CC(=O)N[C@H](CO)Cc1ccccc1)C(C)(C)C	-3	13%	-4%[57.1 µM]	-1%	-6%	2%[57.1 µM]	-3%	5%	26%
Cc1cc(N(C)C)ccc1[N+](=O)[O-]	-2	-14%	-12%	-4%	0%	-7%	3%	4%	-9%
CCOc1ccc(C(=O)Nc2ccc3nc(SCC(=O)N(C)c4ccccc4)sc3c2)cc1	3	7%	14%	-3%	9%	42%[activator]	1%	-5%	-1%
CCSc1nnc(NC(=O)c2ccc3nc[nH]c3c2)s1	2	-5%	-11%	1%	2%	12%[57.1 µM]	5%	5%	-9%
O=C1c2ccccc2C(=O)N1CCCc1cn(C[C@H]2CC[C@H](Cn3cc(CCCN4C(=O)c5ccccc5C4=O)nn3)O2)nn1	-6	-9%	-3%	0%	-1%	7%	-2%	-4%	-3%
CC(C)CC(=O)NC(=S)Nc1ccccn1	-2	-11%	4%	4%	0%	8%	-3%	1%	15%
CCCC(=O)NC(c1ccc2c(c1)OCO2)c1cc(Cl)c2cccnc2c1O (stereo not given)	14	-14%	-8%	-6%	-18%	1%	-8%	-4%	-8%
c1coc(-c2nnc(NC3=NCCC3)o2)c1	-1	-3%	4%	-10%	-4%	10%	0%	4%	29%
O=S(=O)(c1ccc(Cl)cc1)N1CCC(O)(CN2CCN(Cc3ccccc3)CC2)CC1	-3	-19%	9%	-3%	3%	24%	-9%	6%	-4%

Assay outcomes (PubChem BioAssay)
